Screens as filed in PubChem BioAssay.
TDP1 cell noCPT: qHTS for Inhibitors of human tyrosyl-DNA phosphodiesterase 1 (TDP1): qHTS in cells in absence of CPT. 420,000 tested, 15% active. DT40 Tdp1-/- hTDP1 cells, no CPT, ATP luminescence, 48 h. Potency, µM (highest dose often 46.2 µM), without a hit: top-dose activity change, negative = growth inhibition, usual class: inhibitors. AID 686978, 2013; also: nearly all actives have a fitted effect of over 55% in size
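Luminescent ATP content (CellTiter-Glo) served as the growth readout. Knockout chicken DT40 cells expressing human TDP1 were exposed to compounds without camptothecin for a minimum 48 hr at 37 °C.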
TDP1 cell CPT: DT40-hTDP1 cell growth loss with CPT | chicken DT40 Tdp1-/-;hTDP1 cells + 20 nM CPT, ATP luminescence, 48 h | Potency, µM (series often up to 46.2 µM), for the others: at the top dose activity change, negative = growth inhibition, hits mostly inhibitors | 420,000 tested, 12% active; also: nearly all actives have a fitted effect of over 55% in size
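Cell growth measured by CellTiter-Glo luminescence after a minimum 48 h, 37 C compound exposure with 20 nM CPT in Tdp1-knockout DT40 cells stably expressing hTDP1, seeded 400/well; qHTS titration format.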
KAT2A inh: GCN5L2 (KAT2A) acetyltransferase inhibition. Q92830. GCN5L2 HAT assay, ThioGlo1 CoA-SH fluorescence. Potency, µM (doses to about 58.9 µM), for the others: top-dose activity change, negative = inhibition, usual class: inhibitors. 390,000 tested, 0.21% active. AID 504327
Target sequence (Q92830 whole entry, looked up): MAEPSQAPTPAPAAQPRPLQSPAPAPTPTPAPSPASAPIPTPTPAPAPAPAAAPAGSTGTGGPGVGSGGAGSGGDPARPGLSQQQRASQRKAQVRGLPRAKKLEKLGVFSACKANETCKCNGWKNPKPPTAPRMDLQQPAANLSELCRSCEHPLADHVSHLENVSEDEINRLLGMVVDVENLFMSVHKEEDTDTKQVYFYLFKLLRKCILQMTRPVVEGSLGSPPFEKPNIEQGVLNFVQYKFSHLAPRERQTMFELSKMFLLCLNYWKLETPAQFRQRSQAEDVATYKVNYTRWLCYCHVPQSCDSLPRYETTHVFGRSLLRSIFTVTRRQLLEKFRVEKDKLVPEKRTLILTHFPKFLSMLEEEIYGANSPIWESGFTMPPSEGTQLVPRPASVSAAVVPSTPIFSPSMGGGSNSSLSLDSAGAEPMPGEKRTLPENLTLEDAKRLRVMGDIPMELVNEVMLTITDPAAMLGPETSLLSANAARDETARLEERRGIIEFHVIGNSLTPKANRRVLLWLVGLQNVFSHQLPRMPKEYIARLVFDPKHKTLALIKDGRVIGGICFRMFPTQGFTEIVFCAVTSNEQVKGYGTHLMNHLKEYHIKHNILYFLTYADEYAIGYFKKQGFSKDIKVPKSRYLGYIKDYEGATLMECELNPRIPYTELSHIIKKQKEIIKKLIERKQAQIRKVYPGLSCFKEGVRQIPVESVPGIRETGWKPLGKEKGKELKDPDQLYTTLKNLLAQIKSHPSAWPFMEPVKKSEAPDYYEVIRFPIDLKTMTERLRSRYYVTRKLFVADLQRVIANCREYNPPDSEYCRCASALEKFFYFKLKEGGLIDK
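Compounds, pin-transferred from DMSO stocks, meet 20nM GCN5L2 for 15 min before the reaction begins with H3(1-25) peptide (75uM) and acetyl-CoA (70uM). Thiol-reactive ThioGlo1 reports CoA release over 20 min at room temperature.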
* marks the source's active call; other numbers are inactive results; u = inconclusive; x = not tested or not shown; & = joins results of further samples; [ ] = dose if it differs, or a comment. Calls follow the shape of the dose curve; as a rule, active = well fitted curve in the direction sought with a large enough effect; inconclusive = small, poorly fitted or top-dose-only effect, or another doubt; inactive = no such curve, though single readings can be large; an effect the other way counts as inactive or inconclusive. % is scaled to controls: 0 for no effect and ±100 for the full control effect; potency is read from the fitted curve at half-maximal effect. Not all compounds are listed; count on the stated rates, not on these rows.

compound,TDP1 cell noCPT,TDP1 cell CPT,KAT2A inh
CCCCCCCCN1C(=O)[C@H](CC(=O)NCc2ccccc2)C[C@@]2(C(=O)OCC)CCCC=C12,u,u,x
O=C(CCCc1c[nH]c2ccccc12)NCCc1c[nH]c2ccccc12,16.4µM*,u,-3.1%
COc1ccc(N2C(=O)CC(N(CCc3ccc(S(N)(=O)=O)cc3)C(=S)Nc3ccccc3)C2=O)cc1 (centres undefined),-1.4%,-29.6%,-5.9%
CCOC(=O)c1c(C)oc2ccc(O)c(CN3CCCCC3)c12,-29.0%,u,-1.6%
COc1ccc(NC(=S)Nc2ccc3snnc3c2)cc1,-18.2%,-23.5%,-2.1%
O=C(COc1ncnc2ccccc12)NCCCN1CCCC1=O,-6.5%,-1.9%,1.1%
COc1ccccc1CNC(=O)CN(C)c1nn2c(=O)cc(C)nc2s1,-7.5%,u,1.6%
CCOc1ccccc1C(=O)Nc1c[nH]c(=O)[nH]c1=O,u,u,-2.3%
COc1cc2[nH]c(=O)n3nc(-c4ccccc4)nc3c2cc1OC,20.6µM*,23.1µM*,-2.9%
N#Cc1ccc(CN2CCC3(CC2)CCN(S(=O)(=O)c2ccccc2)CC3)cc1,16.4µM*,u,-0.4%
Cc1c(C2=CCN(S(=O)(=O)c3ccc(Cl)cc3)CC2)c2ccccc2n1CC(=O)N1CCCC1,u,u,-1.8%
CN(Cc1cccc(Cl)c1Cl)c1ccc(S(=O)(=O)N2CCCCC2)cc1[N+](=O)[O-],20.6µM*,u,-4.1%
O=C(NCc1ccccc1)c1nc[nH]c1C(=O)N1CCc2ccccc2C1,u,u,-2.2%
CCN1CCN(C(c2ccc(F)cc2)c2nnnn2Cc2cccs2)CC1 (centres undefined),-7.5%,-28.5%,-5.9%
Cc1ccc([N+](=O)[O-])cc1NC(=O)c1ccccc1,-16.1%,1.2%,-3.2%
Cc1ccc(C)c(OCC(=O)Nn2c(C)nc3ccccc3c2=O)c1,-24.8%,-20.9%,-2.2%
COCC(=O)NC1CC(C)(C)Cc2c1cnn2-c1ccc(F)cc1 (centres undefined),-18.8%,-1.0%,-1.6%
O=C(N/N=C/c1c[nH]c2ccccc12)c1ccn(Cc2ccc(Cl)cc2Cl)n1,u,-20.7%,-1.1%
Cc1ccnc(-n2c(C)cc(/C=N/NC(=O)COc3cccc4cccnc34)c2C)c1,-3.9%,4.6%,-0.7%
O=C(CSc1nc2ccccc2c(=O)n1-c1ccccc1)NCc1ccco1,u,-27.7%,2.2%
CCOC(=O)CSc1nc2sc3c(c2c(=O)n1CC)CCCC3,-7.6%,-4.6%,3.5%
Cc1ccc(NC(=O)NC2CC(=O)N(c3ccc4c(c3)OCCO4)C2)cc1F (centres undefined),u,-1.1%,-7.7%
CCOc1cc(/C=C2\C(=N)N3N=C(C)SC3=NC2=O)ccc1OCCOc1ccccc1,-6.5%,12.4%,5.9%
CN(C)C(=O)[C@@H]1C[C@@H](Sc2nc3ccccc3[nH]2)CN1Cc1ccnc2ccccc12,14.6µM*,16.4µM*,x
O=C(c1ccc(Cl)s1)N1CCN(c2ccccc2)CC1,-2.7%,-8.2%,-0.7%
Cc1occc(=O)c1OC(=O)Nc1ccccc1,2.7%,0.5%,1.8%
O=C(NNC(=O)C12CC3CC(CC(C3)C1)C2)c1cccc([N+](=O)[O-])c1,-20.5%,-19.9%,-1.1%
COc1ccc(C2=NOC(C(=O)N(C)Cc3ccccc3)C2)cc1 (centres undefined),-22.0%,-21.3%,-1.6%
CC1=C(N2CCCCC2)CCC1=O,14.7%,-6.2%,x
CCOc1ccc(NC(=S)N=Nc2c(O)[nH]c3ccccc23)cc1,7.31µM*,9.2µM*,-0.4%

Structural class, the compounds so far with an aryl methoxy group
compound,TDP1 cell noCPT,TDP1 cell CPT,KAT2A inh
COc1ccc(N2C(=O)CC(N(CCc3ccc(S(N)(=O)=O)cc3)C(=S)Nc3ccccc3)C2=O)cc1 (centres undefined),-1.4%,-29.6%,-5.9%
COc1ccc(NC(=S)Nc2ccc3snnc3c2)cc1,-18.2%,-23.5%,-2.1%
COc1ccccc1CNC(=O)CN(C)c1nn2c(=O)cc(C)nc2s1,-7.5%,u,1.6%
COc1cc2[nH]c(=O)n3nc(-c4ccccc4)nc3c2cc1OC,20.6µM*,23.1µM*,-2.9%
COc1ccc(C2=NOC(C(=O)N(C)Cc3ccccc3)C2)cc1 (centres undefined),-22.0%,-21.3%,-1.6%

Continuation:
compound,TDP1 cell noCPT,TDP1 cell CPT,KAT2A inh
COc1cccc(COc2ccc3c(C)cc(=O)oc3c2)c1,u,-14.2%,-6.6%
Cc1noc(C)c1CSc1ncnc2sc(C)c(C)c12,u,-8.3%,0.3%
COc1ccc(OC)c(S(=O)(=O)NCC(c2ccco2)N2CCc3ccccc32)c1 (centres undefined),u,u,-13.1%
O=C(Nc1cccnc1)c1ccccc1-c1ccccc1,13.9%,u,10.9%
Cc1ncc(CSc2nccc(=O)[nH]2)c(CO)c1O,-5.4%,-1.7%,-9.5%
COc1ccc(NC(=O)c2cc(-c3cc(Cl)ccc3OC)n[nH]2)cc1OC,u,20.6µM*,x
C/C(CC(=O)N1CCN(C=O)CC1)=N\NC(=O)c1cccc([N+](=O)[O-])c1,2.6%,4.6%,-4.9%
COc1ccc(-c2cc(-c3cccs3)c(C#N)c(SCC(=O)NCc3ccco3)n2)cc1,2.31µM*,1.84µM*,-8.3%
CC(C)c1ccc(-c2nnc(SCC(=O)NC3CC3)n2C)cc1,6.8%,-24.6%,-0.3%
Cc1ccc(NC(=O)CCc2ccc(S(=O)(=O)N3CCOCC3)cc2)c(Cl)c1,u,-26.7%,-0.2%
O=C(c1ccc(-c2ccccc2)cc1)C1CCCN(C(=O)c2cncs2)C1 (centres undefined),u,u,-7.4%
CN(Cc1c(F)cccc1Cl)C(=O)c1cccc(S(=O)(=O)NCc2ccccc2)c1,18.4µM*,23.1µM*,-1.4%
O=C(C1CCN(S(=O)(=O)c2ccc(Cl)c(C(F)(F)F)c2)CC1)N1CCC1,u,u,-6.7%
N#Cc1c(SCc2ccc(Cl)cc2)sc(C(=O)c2ccccc2)c1N,u,u,-7.6%
CCCN(C(=O)c1cn(CC(C)C)c(=O)c2cc(OC)c(OC)cc12)c1cccc(C)c1,14.6µM*,13µM*,-17.7%
CCOC(=O)c1ccc(S(=O)(=O)N2CCN(Cc3cc4c(cc3O)OCO4)CC2)cc1,-4.2%,u,0.2%
COc1ccc(-c2ccc(C(=O)NCc3ccncc3)c3occc23)c(C)c1,1.84µM*,2.06µM*,x
O=C(Nc1ccccc1)Nc1nncs1,u,u,-1.0%
CCC12CN(C(=O)c3ccc([N+](=O)[O-])cc3)CC(CC)(CN(C(=O)c3ccc([N+](=O)[O-])cc3)C1)C2=O,-11.9%,-12.6%,-5.2%
COc1ccc(S(=O)(=O)N2CCN(C(=O)c3cccc(S(=O)(=O)N4CCCC4)c3)CC2)cc1,u,-8.5%,x
C1CN(CC2CCN(c3nc4nonc4nc3N3CCSCC3)CC2)CCO1,-0.1%,13.5%,1.8%
CCN(C(=O)COC(=O)CCc1c[nH]c2ccccc12)c1c(N)n(Cc2ccccc2)c(=O)[nH]c1=O,-4.5%,8.2%,-2.6%
O=S(=O)(Nc1ccccc1)c1ccc(-c2csnn2)cc1,23.1µM*,u,-0.1%
COc1ccc(OC(=O)c2nc(SCc3ccccc3C)ncc2Cl)cc1,-21.2%,-17.1%,-6.8%
N#Cc1ccccc1OCC(=O)Nc1nc(-c2ccccn2)cs1,5.17µM*,2.91µM*,x
CC(=O)N1CCN(c2ccc(NC(=O)c3cccc(OCc4ccccc4)c3)cc2)CC1,u,u,-3.2%
O=C(COC(=O)c1ccccc1NCCO)NCCc1ccccc1,-27.8%,-11.9%,2.7%
O=C1NC(=O)c2c(Br)c(Br)c(Br)c(Br)c21,-16.9%,-23.5%,x
CCOC(=O)c1ccccc1NC(=O)c1ccc(NS(C)(=O)=O)cc1,u,-24.4%,-19.5%
O=C(c1ccccc1F)N1CCN(c2ccccc2F)CC1,-28.2%,-11.5%,-1.6%

(further entries)
| SMILES | TDP1 cell noCPT | TDP1 cell CPT | KAT2A inh |
| --- | --- | --- | --- |
| CCN1C(=O)c2cccc3c(S(=O)(=O)NCC4CCCO4)ccc1c23 (centres undefined) | u | -25.0% | -8.7% |
| CC1(c2ccc(Cl)cc2)NC(=O)N(CC(=O)NC2CCCCC2)C1=O (centres undefined) | u | -12.4% | -0.7% |
| CCOC(=O)c1c(C)c(C(=O)N(C)C2CCCCC2)c(C)n1C | -17.5% | -12.3% | -0.5% |
| COc1ccc(NS(=O)(=O)c2cccc(NC(=O)NCCCl)c2)cc1 | -29.4% | -27.4% | -2.0% |
| COc1ccccc1CNc1cccc(C)n1 | u | -25.1% | x |
| COC(=O)c1cccc(NC(=S)Nc2ccc(Cl)c(Cl)c2)c1 | 25.9µM* | -2.2% | -0.8% |
| Cc1cc(NC(=O)CSc2nnc(-c3ccoc3C)o2)no1 | u | u | -4.9% |
| CSc1cccc(NC(=O)CNC(=O)C2CCCCC2)c1 | 9.6% | -24.6% | -1.1% |
| CC(C)Cc1ccc(CN2CCCC(NC(=O)c3cccc(-n4cnnc4)c3)C2)cc1 (centres undefined) | 23.1µM* | 20.6µM* | 1.5% |
| Cc1c(CC(=O)O)c(=O)oc2c(C)c(OCc3ccc(F)cc3F)ccc12 | -17.6% | 0.5% | 29.1% |
| CCCNc1nc2nc3ccccn3c(=O)c2cc1C(=O)NCCN1CCOCC1 | -10.9% | 11.3% | -4.1% |
| O=C(Nc1ccc2c(c1)OCCO2)C(c1ccccc1)n1c(=O)c(-c2cc3ccccc3[nH]2)nc2ccccc21 (centres undefined) | u | u | x |
| CCOC(=O)COc1cc(Br)c(/C=N/Nc2ccccc2)cc1OC | -14.5% | -11.1% | -1.7% |
| Cc1ccc(C)c(N2CCN(C(=O)Cn3c(=O)c4cccn4c4ccc(F)cc43)CC2)c1 | -20.7% | -10.4% | -10.5% |
| Cc1ccc(C(=O)N/C(N)=N/c2nc3ccccc3o2)cc1 | u | u | -0.9% |
| COc1ccc(CCNC(=O)c2cc(S(=O)(=O)N3CCC4(CC3)OCCO4)ccc2F)cc1OC | 23.1µM* | u | -0.2% |
| C[C@@H]1CN(c2c(F)c(N)c3c(=O)c(C(=O)O)cn(C4CC4)c3c2F)C[C@H](C)N1 | u | u | 41.2%&0.7%[activator] |
| COc1cc(CNC2CCCCC2OC)cc(OC)c1OC (centres undefined) | 8.5% | 21.9% | -5.3% |
| N#CN/C(=N\S(=O)(=O)c1ccccc1)c1ccccc1 | 5.2% | 42.0%[activator] | -5.0% |
| O=C(Nc1ccc2c(c1)OCO2)c1ccc2nc([C@@H]3O[C@H](CO)[C@H](O)[C@H](O)[C@H]3O)[nH]c2c1 | 0.0% | -20.2% | x |
| OCCNc1ncnc2ccc(Br)cc12 | 6.51µM* | u | -8.5% |
| COc1ccc(CNC(=O)CCCN2C(=O)c3ccccc3C2=O)cc1 | -9.9% | -8.7% | 4.1% |
| CCCN1CCC(NC(=O)Nc2ccc(Br)cc2)CC1 | -1.8% | u | -3.5% |
| CC1C(=O)CC(c2ccccc2)N(C)C1c1ccccc1 (centres undefined) | -27.2% | u | -3.2% |
| CS(=O)(=O)Nc1ccc(S(=O)(=O)NCCc2ccccc2)cc1 | -20.2% | -22.9% | -6.5% |
| OCCC1CN(Cc2cccc(OC3CCCC3)c2)CCN1Cc1ccsc1 (centres undefined) | u | u | -1.7% |
| Cc1noc(C)c1C(=O)NC1=NCCS1 | 10.4% | 1.7% | 0.4% |
| N/C(=N\OC(=O)CCCOc1ccccc1)c1ccccc1 | 22.0% | -4.5% | -4.4% |
| CS(=O)(=O)C1=C(O)C(=O)N(CCCC(=O)O)C1c1ccccc1F (centres undefined) | -0.4% | -7.2% | 0.8% |
| CCc1nc2ccc(C(=O)N3CCN(S(=O)(=O)CC)CC3)cn2c1N(C)C(=O)C1CCCCC1 | -1.1% | -10.2% | x |
| COc1cc(C2NC(=O)C(C#N)=C(Nc3cccc(C)c3)S2)ccc1O (centres undefined) | u | u | -5.1%&-9.6% |
| CCOc1ccc(C(=O)CCC(=O)N(CC)CC(=O)NCc2ccc(Cl)cc2)cc1 | u | -10.4% | 0.1% |
| N#Cc1c(Cl)cccc1-n1ccnc1 | -6.4% | 0.6% | -15.9% |
| C=CCSc1nc(N)c(C(=O)Nc2ccccc2)cc1C#N | -20.1% | -21.8% | -0.6% |
| Cc1ccc(-n2ncc3c(NC4CCCCC4)ncnc32)cc1C | u | u | -3.5% |
